PME-1 inh – blocks human protein phosphatase methylesterase 1. Q9Y570. recombinant PME-1, FP-Rh probe fluorescence polarization. inhibition, % at 5.9 µM. 320,000 tested, 0.53% active. AID 2130;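 active means inhibition above the campaign mean of all compounds plus 3 SD, cut at about 26% in these data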;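 further: competitive labeling of PME-1 active site by serine hydrolase directed probe; 0% = PME-1 with DMSO and 100% = wells lacking PME-1 enzyme; inhibitors block probe labeling so polarization falls and inhibition rises; many of its hits are not listed in these tables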
Fam108B counter – Fam108B inhibition, counter-screen for RBBP9 inhibitors. recombinant Fam108B, FP-Rh probe fluorescence polarization. inhibition, % at 9.51 µM. 300,000 tested, 0.33% active;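 active means inhibition above the screen mean inhibition plus 3 SD, computed separately per campaign, cut at about 18% in these data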;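 further: inhibitors lower polarization as less probe binds the enzyme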
GRK2 aptamer HTS – inhibitors of human GRK2 displacing RNA aptamer. bead flow cytometry, FAM-aptamer displacement from GRK2. AID 488847. inhibition of aptamer binding, % at 10 µM. P25098. 330,000 tested, 0.59% active;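 active means inhibition of aptamer binding above 40%, roughly 3 SD of noise, on plates passing a quality check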;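 further: median bead fluorescence of bound FAM aptamer so fluorescent compounds give negative values; no value below 0 was filed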
MCL1 BIM primary – MCL1-BIM-BH3 interaction inhibition (human). Q07820. GST-MCL1 / FITC-Bim-BH3 fluorescence polarization. inhibition, % at 10.9 µM. 320,000 tested, 0.68% active. AID 2057;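 active means inhibition above the mean inhibition of all tested compounds plus 3 SD, set per campaign, cut at about 40% in these data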;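 further: 0% = DMSO wells and 100% = unlabeled Bim-BH3 peptide control; higher means more loss of mP so more displacement of Bim peptide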
Target sequence (Q07820 whole entry, looked up): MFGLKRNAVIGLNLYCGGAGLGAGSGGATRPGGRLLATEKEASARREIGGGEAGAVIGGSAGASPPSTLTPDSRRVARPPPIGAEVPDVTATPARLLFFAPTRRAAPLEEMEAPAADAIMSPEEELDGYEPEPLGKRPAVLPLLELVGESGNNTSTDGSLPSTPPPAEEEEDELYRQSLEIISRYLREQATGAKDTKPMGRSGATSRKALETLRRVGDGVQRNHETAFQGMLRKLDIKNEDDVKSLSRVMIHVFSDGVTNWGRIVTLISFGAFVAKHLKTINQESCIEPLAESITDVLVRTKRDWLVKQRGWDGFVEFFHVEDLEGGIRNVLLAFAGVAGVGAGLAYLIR
BCLXL inh – blocks human Bcl-xL binding to Bim BH3 peptide; 320,000 tested, 0.7% active; Q07817; AID 2129; GST-Bcl-xL / FITC-Bim BH3 peptide fluorescence polarization; inhibition, % at 10.9 µM;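 active means inhibition above the mean of all tested compounds plus 3 SD, cutoff set per campaign, cut at about 30% in these data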;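 further: 0% = DMSO wells and 100% = unlabeled Bim-BH3 peptide competitor; inhibitors lower millipolarization by displacing the labeled peptide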
Target sequence (Q07817 whole entry, looked up): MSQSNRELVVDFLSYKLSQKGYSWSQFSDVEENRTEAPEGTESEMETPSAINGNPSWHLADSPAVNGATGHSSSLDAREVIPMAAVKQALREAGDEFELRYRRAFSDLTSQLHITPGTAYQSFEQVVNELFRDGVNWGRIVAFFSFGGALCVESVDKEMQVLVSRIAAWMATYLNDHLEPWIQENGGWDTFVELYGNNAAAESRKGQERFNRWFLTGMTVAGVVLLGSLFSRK
MEX-5 binding – C. elegans MEX-5 TCR-2 RNA binding activity | Q9XUB2 | MEX-5/FITC-TCR2 RNA binding, fluorescence polarization; active compounds read low | activity score (negative = inhibition of binding), % at 10 µM | 300,000 tested, 0.38% active;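 active means inhibition past about -25% in most replicates, and total fluorescence under double the plate's negative control median, limit read from the data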;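 further: 0% = DMSO and -100% = 5 µM competing unlabeled TCR2 RNA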
Efflux pump inh – inhibitors of Candida antifungal efflux pumps expressed in yeast | 330,000 tested, 0.44% active | AID 485275 | inhibition, % at 10 µM | S. cerevisiae Candida pump triplex, Nile Red efflux;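 active means plate passing quality check with inhibition over a set limit, or well fluorescence over plate mean plus 4 SD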;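 further: Nile Red retained in pooled yeast measured as flow cytometry median fluorescence; 0% = buffer negative control and 100% = Enniatin B positive control; higher means more Nile Red kept so more efflux inhibition; some compounds called inactive have numbers as strong as hits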
VLA-4 inh – inhibition in a human VLA-4 binding assay; VLA-4 expressing cells, ligand binding flow cytometry; inhibition, % (about 7 µM as worked out from the volumes in the protocol); 330,000 tested, 0.2% active; AID 2557; in the data active means inhibition above about 50%
GLD-1 TGE inh – GLD-1-TGE RNA interaction inhibition (C. elegans) | inhibition, % at 5.96 µM | Q17339 | purified GLD-1 + fluorescein TGE RNA, fluorescence polarization | 320,000 tested, 0.44% active | AID 2280;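 active means percent inhibition above a per-plate cutoff, the plate mean of test compounds plus 3 SD, cut at about 30% in these data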;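 further: 0% = DMSO wells with GLD-1 and probe and 100% = wells lacking GLD-1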
Target sequence (Q17339 whole entry, looked up): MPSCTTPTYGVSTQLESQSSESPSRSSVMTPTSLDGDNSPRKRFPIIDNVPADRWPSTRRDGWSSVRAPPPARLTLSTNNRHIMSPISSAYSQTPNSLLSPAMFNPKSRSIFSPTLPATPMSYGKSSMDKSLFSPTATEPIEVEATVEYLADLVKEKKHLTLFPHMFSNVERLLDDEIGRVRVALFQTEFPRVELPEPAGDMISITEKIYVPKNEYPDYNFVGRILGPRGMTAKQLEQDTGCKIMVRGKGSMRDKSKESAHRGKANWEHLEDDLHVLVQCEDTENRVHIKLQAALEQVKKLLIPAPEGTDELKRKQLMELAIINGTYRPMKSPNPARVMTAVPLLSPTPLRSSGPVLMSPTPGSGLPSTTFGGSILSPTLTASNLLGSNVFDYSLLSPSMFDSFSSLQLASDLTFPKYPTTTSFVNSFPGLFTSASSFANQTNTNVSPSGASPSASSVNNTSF
* hit, by the source's call; nt = no result given. This is a subset; rates above refer to the full screens.

1) Cc1ccc(CNc2ccc(S(=O)(=O)N3CCOCC3)cc2[N+](=O)[O-])cc1
2) Cc1nc2c(Br)c3nc(C(F)(F)F)[nH]c3c(Br)c2[nH]1
3) Cc1c(C(=O)Nc2nnc(SCc3ccccc3Cl)s2)cccc1[N+](=O)[O-]
4) CN(C)/C=C/C(=O)/C=C/c1ccc(Cl)cc1
5) Cc1ccc(NC(=O)NCC(c2ccccc2)N(C)C)cc1 (stereo not given)
6) O=C(CSc1nc2ccc(NC(=O)CSc3nnnn3-c3ccccc3)cc2s1)Nc1ccccc1
7) CCOC(=O)c1cnn(Cc2ccccc2)c1N
8) O=C(NCCC1CCCCN1S(=O)(=O)c1ccc(Cl)cc1)C(=O)NCc1cccnc1 (stereo not given)
Screen / compound no.,1,2,3,4,5,6,7,8
PME-1 inh,12,-1,8,3,-6,-39,-9,3
Fam108B counter,4,2,0,1,-4,-36,-1,-2
GRK2 aptamer HTS,0,0,2,2,3,0,0,0
MCL1 BIM primary,3,6,-4,-1,1,-12,-4,-6
BCLXL inh,5,17,-3,2,5,-3,1,-2
MEX-5 binding,-3.0,-5.1,3.2,2.1,-0.9,-1.7,2.6,0.2
Efflux pump inh,0.2,0.1,0.0,0.0,-0.3,0.0,0.1,0.1
VLA-4 inh,-3,9,-2,19,0,4,-6,-4
GLD-1 TGE inh,5,-1,-4,-3,-2,-2,-2,9

9) O=C(CSc1ncccn1)N/N=C/c1cccc([N+](=O)[O-])c1
10) C=CC[C@]12CCc3ccccc3C1N(c1ccc(C(=O)OCC)cc1)C2=O (stereo not given in full)
11) COc1ccc(N=Cc2c(O)c3ccccc3oc2=O)cc1
12) COc1ccc(C)cc1NC(=O)Nn1cnnc1
13) CC(C)(C)OC(=O)C[C@H]1C/C=C\C[C@H](CC(=O)NCCO)C(=O)N2CCC[C@@H]2COC1=O
14) O=C(NCCc1ccccc1)c1ccc(CS(=O)Cc2cccc(Cl)c2)o1 (stereo not given)
15) COc1ccccc1NC(=O)COc1ccc(C(=O)OCC(=O)NC(C)(C)C)cc1OC
16) O=C(NCCc1ccccc1)C1CC1
Screen / compound no.,9,10,11,12,13,14,15,16
PME-1 inh,9,2,-13,1,nt,2,-5,-4
Fam108B counter,4,nt,-3,-2,nt,1,-2,7
GRK2 aptamer HTS,1,3,0,0,0,2,3,1
MCL1 BIM primary,-8,-3,-10,-1,nt,5,6,3
BCLXL inh,-2,3,4,1,nt,1,1,4
MEX-5 binding,0.0,nt,0.0,1.0,nt,0.4,0.9,-0.4
Efflux pump inh,0.5,0.0,0.1,0.0,-0.3,0.1,0.1,0.1
VLA-4 inh,11,17,11,-9,-8,12,-2,15
GLD-1 TGE inh,7,9,-7,-2,-1,-5,2,3

Retrieved by structure from the entries so far:
16) O=C(NCCc1ccccc1)C1CC1
14) O=C(NCCc1ccccc1)c1ccc(CS(=O)Cc2cccc(Cl)c2)o1 (stereo not given)
11) COc1ccc(N=Cc2c(O)c3ccccc3oc2=O)cc1
Screen / compound no.,16,14,11
PME-1 inh,-4,2,-13
Fam108B counter,7,1,-3
GRK2 aptamer HTS,1,2,0
MCL1 BIM primary,3,5,-10
BCLXL inh,4,1,4
MEX-5 binding,-0.4,0.4,0.0
Efflux pump inh,0.1,0.1,0.1
VLA-4 inh,15,12,11
GLD-1 TGE inh,3,-5,-7

Following part:
17) Cc1oc(C(C)(C)C)cc1C(=O)NC1CCN(Cc2ccccc2)CC1
18) Cc1cnc(C(=O)OCC(=O)c2ccc(-c3ccccc3)cc2)cn1
19) CN(C)c1nc(SCC(=O)Nc2ccccc2)nc(N2CCOCC2)n1
20) Nc1ccccc1C(=O)NCCCN1CCOCC1
21) Fc1ccc(-c2[nH]ncc2CN2CCN(c3ccc(F)cc3)CC2)cc1
22) Cc1ccc(NC2=Nc3ccccc3CS2)cc1
23) OC(c1ccccc1)c1nccn1Cc1ccccc1 (stereo not given)
24) Oc1ccccc1CNc1ccc(OC(F)(F)F)cc1
Screen / compound no.,17,18,19,20,21,22,23,24
PME-1 inh,-1,-3,-4,0,-3,0,-4,1
Fam108B counter,2,-1,6,-2,1,0,1,1
GRK2 aptamer HTS,0,0,0,0,0,0,2,0
MCL1 BIM primary,2,-13,-2,-4,4,-3,0,-5
BCLXL inh,3,0,2,2,7,1,-1,-2
MEX-5 binding,0.1,0.0,1.6,0.6,-0.9,-6.0,1.9,2.0
Efflux pump inh,-0.1,-0.2,0.0,-0.2,-0.1,0.1,0.0,-0.1
VLA-4 inh,7,12,12,11,-2,7,5,13
GLD-1 TGE inh,11,3,6,7,2,6,8,3

25) O=C(Cc1cccc2ccccc12)N1CC[C@@]2(O)CCCC[C@H]2C1
26) COC(=O)c1cc(S(=O)(=O)NCC2CCN(Cc3ccccc3F)CC2)c[nH]1
27) Cc1cccn2c(=O)c(/C=C(\C#N)C(=O)NC3CCS(=O)(=O)C3)c(Oc3ccc(F)cc3)nc12 (stereo not given)
28) O=C(O)c1cccc(Cn2cc(Br)cn2)c1
29) CC1=NNC(=O)C1CC(=O)N/N=C(\C)c1ccco1 (stereo not given)
30) Cc1nnc(SCC(=O)NC2CCCC(C)C2C)n1N (stereo not given)
31) COc1cc(C(=O)NC(=S)NCc2ccco2)cc(OC)c1OC
32) O=C(NNC(=S)Nc1ccccc1)c1ccc(O)cc1
Screen / compound no.,25,26,27,28,29,30,31,32
PME-1 inh,4,-1,-3,-5,-4,nt,-4,-7
Fam108B counter,0,3,0,2,2,nt,-2,-1
GRK2 aptamer HTS,0,0,0,0,2,0,3,3
MCL1 BIM primary,1,8,16,-1,1,nt,6,-4
BCLXL inh,5,3,15,7,2,nt,3,5
MEX-5 binding,-2.2,4.6,-1.2,1.1,-5.8,nt,-2.0,-6.6
Efflux pump inh,0.0,-0.2,0.2,0.0,-0.1,0.1,-0.1,0.2
VLA-4 inh,10,9,3,8,6,4,6,1
GLD-1 TGE inh,0,1,-4,3,-3,-5,3,-1

33) O=C(Nc1ccc2c(c1)OCCO2)C1CCN(S(=O)(=O)Cc2ccccc2)CC1
34) C=CCC1(Cl)C(=O)C(Cl)=C(N2CCOCC2)C1(OC)OC (stereo not given)
35) Cn1c(CNC(=O)c2ccc(Cl)c(Cl)c2)nnc1SCC(=O)Nc1sc2c(c1C#N)CCCC2
36) OCCN1CCN(c2nc(-c3ccccc3O)nc3ccccc23)CC1
37) N#Cc1ccc(CN2C=NS(=O)(=O)c3ccccc32)cc1
38) FCCCOc1ccc(-c2nccc(-c3ccc(F)cc3)n2)cc1
39) O=C1c2ccccc2C(=O)N1CCCOCc1c[nH]c(=O)[nH]c1=O
40) CN1C(=O)NC(NC(=O)c2cccs2)(C(F)(F)F)C1=O (stereo not given)
Screen / compound no.,33,34,35,36,37,38,39,40
PME-1 inh,0,0,2,12,0,-9,-2,8
Fam108B counter,1,0,-12,5,-4,-9,6,0
GRK2 aptamer HTS,0,3,0,0,0,0,1,2
MCL1 BIM primary,2,7,0,9,-4,-6,8,1
BCLXL inh,3,1,5,7,2,2,2,3
MEX-5 binding,0.2,1.1,2.0,1.6,1.1,-0.2,1.0,3.6
Efflux pump inh,0.0,0.0,0.0,0.0,0.0,0.0,-0.1,0.0
VLA-4 inh,12,14,-15,4,5,11,6,4
GLD-1 TGE inh,4,5,0,-1,2,10,2,1

41) O=C1OCCC1Sc1nc2ccccc2n1Cc1ccccc1 (stereo not given)
42) Cn1c(=Nc2ccccc2)sc2ccccc21
43) CCOc1ccc(NS(=O)(=O)c2ccc(NS(=O)(=O)c3ccc(SC)cc3)cc2)cc1
44) O=S(Cc1cc(Oc2ccccc2)nc(-c2ccccc2)n1)c1ccccc1 (stereo not given)
45) Cn1c(NC(=O)/C=C/c2ccco2)cc(=O)n(C)c1=O
46) CC1=CC(=O)C=C(C)C1=NOc1ccc([N+](=O)[O-])cc1
47) Cc1cccc2cc(/C=N/NC(=O)CN3CCCCC3)c(Cl)nc12
48) CCOC(=O)C1CCN(C(=O)c2cn(C)c(=O)c3cc(OC)c(OC)cc23)CC1
Screen / compound no.,41,42,43,44,45,46,47,48
PME-1 inh,-5,-1,-1,3,-9,0,-5,-1
Fam108B counter,0,1,1,-6,-1,0,2,-1
GRK2 aptamer HTS,0,0,0,6,10,0,0,0
MCL1 BIM primary,2,-7,1,-2,15,2,2,-5
BCLXL inh,2,1,-1,0,12,1,9,2
MEX-5 binding,0.0,3.5,nt,1.4,3.7,0.1,-3.5,1.4
Efflux pump inh,0.0,0.0,0.5,0.0,0.1,-0.2,0.0,0.0
VLA-4 inh,4,32,5,12,2,-22,0,-2
GLD-1 TGE inh,3,4,-1,2,5,11,1,4

Compound profiles, as listed above. Order of screens: PME-1 inh | Fam108B counter | GRK2 aptamer HTS | MCL1 BIM primary | BCLXL inh | MEX-5 binding | Efflux pump inh | VLA-4 inh | GLD-1 TGE inh
`Cc1cccc2cc(/C=N/NC(=O)CN3CCCCC3)c(Cl)nc12` across the screens: -5 | 2 | 0 | 2 | 9 | -3.5 | 0.0 | 0 | 1
`O=S(Cc1cc(Oc2ccccc2)nc(-c2ccccc2)n1)c1ccccc1` (stereo not given) across the screens: 3 | -6 | 6 | -2 | 0 | 1.4 | 0.0 | 12 | 2
`CCOc1ccc(NS(=O)(=O)c2ccc(NS(=O)(=O)c3ccc(SC)cc3)cc2)cc1` across the screens: -1 | 1 | 0 | 1 | -1 | nt | 0.5 | 5 | -1

Next part.
49) COc1ccccc1/C=N/NC(=O)C(=O)N1CCN(c2ccccc2OC)CC1
50) CC1Cc2ccccc2N1Cc1nc2cc(C(F)(F)F)ccc2c(=O)[nH]1 (stereo not given)
51) COc1ccc(OCCNC2CCCC2)cc1
52) CCC1CCCCN1S(=O)(=O)c1ccc(NC(=O)CSc2ncccc2C(=O)O)cc1 (stereo not given)
53) O=C(NCc1ccco1)C(=O)N1CCCC1
54) Cc1ccc(NC(=O)CN2C(=O)CCSc3ccc(S(=O)(=O)N4CCCC4)cc32)cc1C
55) COc1ccc(N(CC(=O)NCc2cccnc2)S(=O)(=O)c2c(C)nn(C)c2C)cc1
56) CN(C(=O)CSc1nc2ccccc2n1CCc1ccccc1)C1CCS(=O)(=O)C1 (stereo not given)
Screen / compound no.,49,50,51,52,53,54,55,56
PME-1 inh,-2,6,5,7,-5,1,-5,-8
Fam108B counter,2,-4,2,-2,2,-4,5,5
GRK2 aptamer HTS,0,1,1,1,4,0,4,2
MCL1 BIM primary,4,-5,4,6,-2,0,6,-6
BCLXL inh,0,-6,4,18,3,5,4,-26
MEX-5 binding,0.8,-1.1,1.5,0.7,nt,2.3,nt,-2.4
Efflux pump inh,0.0,0.5,0.0,-0.2,0.0,-0.7,0.0,0.1
VLA-4 inh,-11,0,1,8,-5,-15,1,2
GLD-1 TGE inh,1,-9,2,6,1,2,1,2

57) CCOC(=O)N1CCC(N2C(=O)c3ccccc3C2Nc2ccccc2C)CC1 (stereo not given)
58) COc1ccccc1NC(=O)c1cc(C(=O)Nc2ccccc2OC)cc(N2C(=O)CCC2=O)c1
59) Cc1ccccc1OCCCCn1c(CO)nc2ccccc21
60) COc1ccc(NC(=O)c2cc(CC(C)C)nc3ccccc23)cc1
Screen / compound no.,57,58,59,60
PME-1 inh,16,-10,4,-6
Fam108B counter,1,-1,0,-5
GRK2 aptamer HTS,2,0,0,3
MCL1 BIM primary,0,-5,2,-10
BCLXL inh,-4,1,4,3
MEX-5 binding,-0.6,1.3,3.4,0.7
Efflux pump inh,0.2,0.1,0.0,-0.1
VLA-4 inh,7,-6,2,17
GLD-1 TGE inh,6,3,-2,-4
